From PubChem BioAssay
Cdc42 wt GTP = changes GTP binding to wildtype human Cdc42; 0.2% of 190,000 active; GST-Cdc42 beads, Bodipy-GTP binding, flow cytometry; actives lie on both sides; AID 761; percent activity (GTP binding), % at 10 µM; P60953;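 active means percent activity GTP binding at least 20 points away from the 100% baseline, either down as inhibitor or up as activator; inconclusive means compound flagged as likely green fluorescent from well-wide comparison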;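 further: median bead fluorescence of bound Bodipy-FL-GTP at 100 nM; 0% = excess unlabeled GTP control and 100% = no compound control; below 100% means less GTP binding so inhibitor and above means activator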
Target sequence (P60953 whole entry, looked up): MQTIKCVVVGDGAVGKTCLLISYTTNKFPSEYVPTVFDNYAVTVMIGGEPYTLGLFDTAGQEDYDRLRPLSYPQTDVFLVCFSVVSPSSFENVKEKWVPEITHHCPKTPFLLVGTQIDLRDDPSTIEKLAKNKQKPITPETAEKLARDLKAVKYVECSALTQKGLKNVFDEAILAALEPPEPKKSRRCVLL
Avidin fluor = compound fluoresces at 488/530 nm on avidin beads; compound fluorescence 488/530 nm, flow cytometry; stronger effect = higher value; 0.38% of 220,000 active; fluorescence (KMESF) at 10 µM; in the data active means fluorescence above about 47; further: inactives centre near 10
Rab7 wt modul = modulators of GTP binding to dog Rab7 wildtype GTPase; AID 758; GST-Rab7 beads, fluorescent GTP binding, flow cytometry; actives lie on both sides; untreated = 100%, excess cold GTP = 0%; 0.055% of 190,000 active; GTP binding activity (percent of control), % at 10 µM;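 active means fluorescent GTP binding to Rab7 beads changed by at least 20 points from the 100% baseline, either direction, mostly lower; inconclusive means compound itself probably fluorescent, or too few beads counted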;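 further: median green fluorescence of bound Bodipy-FL-GTP per Rab7 bead population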
GSH fluor = GSH bead compound fluorescence profile; GSH beads flow cytometry, compound fluorescence 488/530 nm; stronger effect = higher value; AID 1776; fluorescence (KMESF) at 10 µM; 0.25% of 190,000 active; in the data active means fluorescence above about 89;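 further: glutathione beads carrying GST-tagged Bcl family fusion proteins plus one bare bead set; values are compound well signal with DMSO vehicle wells as background; inactives centre near 16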
ABCG2 block = human ABCG2 inhibition, ABCB1 as counter-screen | Q9UNQ0 | IgMXP3 cells, JC-1 efflux, flow cytometry | inhibition, % at 6.6 µM | 0.1% of 190,000 active | AID 1325;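 active means inhibition above 80%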;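 further: 0% = DMSO and 100% = nicardipine control wells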
Target sequence (Q9UNQ0 whole entry, looked up): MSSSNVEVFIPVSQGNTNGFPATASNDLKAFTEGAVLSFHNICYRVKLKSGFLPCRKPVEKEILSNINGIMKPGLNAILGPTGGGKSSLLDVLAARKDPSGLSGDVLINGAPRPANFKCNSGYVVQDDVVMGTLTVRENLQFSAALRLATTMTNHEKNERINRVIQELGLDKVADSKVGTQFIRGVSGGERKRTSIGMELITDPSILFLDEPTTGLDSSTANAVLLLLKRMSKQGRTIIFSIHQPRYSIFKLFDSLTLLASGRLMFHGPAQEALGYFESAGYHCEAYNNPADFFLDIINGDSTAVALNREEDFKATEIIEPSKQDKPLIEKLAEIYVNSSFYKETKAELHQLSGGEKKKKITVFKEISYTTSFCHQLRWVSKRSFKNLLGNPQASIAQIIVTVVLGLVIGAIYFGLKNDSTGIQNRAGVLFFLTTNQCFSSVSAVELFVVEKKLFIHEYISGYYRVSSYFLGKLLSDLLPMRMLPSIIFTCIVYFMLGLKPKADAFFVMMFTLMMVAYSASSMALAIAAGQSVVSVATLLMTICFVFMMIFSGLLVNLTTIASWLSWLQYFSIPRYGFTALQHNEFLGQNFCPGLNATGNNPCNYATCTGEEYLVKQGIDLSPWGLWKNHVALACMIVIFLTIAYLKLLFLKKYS
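System: two drug-resistant human cell lines, ABCG2 and ABCB1; controls: nicardipine high and DMSO low controls; times: 10 min exposure at 25 °C with rotation, no wash; detection: flow cytometry of retained JC-1 fluorescence; read-out basis: percent efflux inhibition, scaled nicardipine 100% to DMSO 0%; doses: one concentration, 6.6 µM final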
Rac1 wt modul = modulators of human Rac1 wildtype GTP binding; GST-Rac1 beads, fluorescent GTP binding, flow cytometry; actives lie on both sides; 0 = cold GTP competed, 100 = untreated; P63000; GTP binding activity (% of control), % at 10 µM; 0.27% of 190,000 active;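 active means GTP binding activity at least 20 points away from the 100% control level, either lower or higher; inconclusive means compound flagged as likely green fluorescent, judged across all proteins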
ABCB1 inh = human ABCB1 inhibition, ABCG2 as counter-screen | CCRF-Adr cells, JC-1 efflux, flow cytometry | 0.067% of 190,000 active | P08183 | inhibition, % at 6.6 µM; in the data active means inhibition above about 40%;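 further: 0% = vehicle and 100% = reference inhibitor; higher value means more JC-1 retained so stronger ABCB1 efflux block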
Pf gamet viab = inhibitors of late stage P. falciparum gametocyte viability | inhibition, % at 10.9 µM | P. falciparum stage V gametocytes, ATP luminescence, 24 h | 0.065% of 150,000 active;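 active means inhibition above the mean plus 3 SD of compounds within the control limits, set per campaign, cut at about 38% in these data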;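 further: 0% = DMSO wells and 100% = medium only without gametocytes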
HRas wt GTP bind = human HRas wildtype GTP binding, change in either direction. P01112. GST-Ras wt beads, Bodipy-FL-GTP binding, flow cytometry; actives lie on both sides. GTP binding activity, % at 10 µM. 0.14% of 190,000 active;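 active means GTP binding activity at least 20% away from the 100% baseline, either lowered as inhibitor or raised as activator; inconclusive means flagged as likely green fluorescent, judged across all proteins in the well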;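 further: 0% = unlabeled GTP competition control and 100% = no-compound control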
Rac1 mut GTP = modulators of GTP binding to human Rac1 activated mutant; P63000; GST-Rac1 activated beads, fluorescent GTP binding, flow cytometry; actives lie on both sides; 100% means binding = to untreated wells; percent activity (GTP binding), % at 10 µM; 0.11% of 190,000 active;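 active means GTP binding at least 20 percentage points away from the 100% baseline, in either direction, so actives lie on both sides; inconclusive means Compound likely fluorescent itself, or too few beads counted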
Rab2 wt GTP = changes GTP binding to wildtype dog Rab2A, up or down; P61105; GST-Rab2 wt beads, Bodipy-GTP binding, flow cytometry; GTP binding activity, % at 10 µM; 0.19% of 190,000 active; AID 760;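 active means GTP binding activity at least 20 points away from 100%, either lowered or raised; inconclusive means signal likely due to the compound's own green fluorescence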;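 further: 0% = beads with excess unlabeled GTP and 100% = no-compound control corrected for plate trend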
The depositor's hits bear a star; ? = inconclusive; . = no result given.

No.	Molecule	Cdc42 wt GTP	Avidin fluor	Rab7 wt modul	GSH fluor	ABCG2 block	Rac1 wt modul	ABCB1 inh	Pf gamet viab	HRas wt GTP bind	Rac1 mut GTP	Rab2 wt GTP
1	Cc1cccc(NC(=O)COC(=O)Cc2cccc(C(F)(F)F)c2)c1C	101	16	98	16	0	102	0.5	5	100	101	101
2	O=C(NCc1ccco1)c1cccnc1Cl	100	3	95	9	1	101	0.5	7	98	96	96
3	Oc1c(Br)cc(Br)cc1C=Nc1ccc2c(c1)OCO2	94	10	97	12	4	97	0.7	-1	96	95	93
4	COc1ccc2[nH]c(=O)c(CN(C(=O)c3cccnc3)c3ccccc3)cc2c1	98	3	95	16	2	98	0.8	.	97	97	96
5	COc1ccc(C(=O)Nc2ccc(S(=O)(=O)Nc3nccnc3OC)cc2)cc1	104	18	103	23	4	103	0.2	-6	103	101	103
6	CC(C)(C)NC(=O)CSc1nc(N)c(NC(=O)c2ccccc2F)c(=O)[nH]1	97	8	104	12	0	96	0.0	.	98	95	99
7	CC(=O)N1CC(=O)N=C1SCC(=O)Nc1nc(C)c(-c2ccccc2)s1	89	8	101	15	4	92	1.5	.	91	89	92
8	CC1CCN(C(=O)CNS(=O)(=O)c2ccc(Br)s2)CC1	102	6	98	40	1	104	0.5	.	101	101	100
9	COCCSc1ccccc1C(=O)N1CCC(Cc2ccccc2)CC1	101	9	101	15	0	95	1.3	4	96	93	98
10	O=C(N/N=C/c1ccc[nH]1)c1cccc(Br)c1	103	3	97	6	8	102	0.6	8	103	100	101
11	Cc1cc(C(F)F)n2nc(C(=O)Nc3c(F)cc(F)cc3Br)nc2n1	102	1	101	36	2	106	0.5	-10	103	99	100
12	O=C(CSc1nnc2n(C3CCCCC3)c(=O)c3ccccc3n12)OC1CCCCC1	94	10	89	16	46	90	4.4	-13	92	94	91
13	COc1cc2[nH]c(=S)n(Cc3ccccc3)c(=O)c2cc1OC	89	11	103	12	13	92	0.7	-1	94	91	91
14	COc1ccccc1NC(=S)N(CCN1CCOCC1)Cc1ccccc1F	93	14	91	13	7	94	1.7	-20	93	94	96
15	Cc1ccccc1-c1nnn(Cc2ccc(-c3nn[nH]n3)cc2)n1	91	5	103	23	-2	95	-0.6	-26	97	94	96
16	O=C(O/N=C\c1ccc(N2CCCCC2)c([N+](=O)[O-])c1)c1cccc(Cl)c1	102	7	97	18	16	101	0.9	.	101	99	101
17	Nn1c(SCc2csc(-c3ccccc3)n2)nnc1-c1cccs1	105	17	100	24	1	105	0.3	-22	102	101	100
18	Cc1cc(C)n(C(=O)CCC(=O)NCc2ccccc2)n1	101	9	105	13	3	104	0.3	6	102	99	103
19	CC(=O)NS(=O)(=O)c1ccc(N=NN2CCCCCC2)cc1	93	11	98	13	-1	96	0.4	6	95	94	97
20	Cc1ccc(/C=C/C(=O)Nc2cccc3cccnc23)o1	99	3	99	8	13	103	-2.1	5	99	95	100
21	OCCOc1cccc(CN2CCC(CO)(CCOc3ccccc3)CC2)c1	98	10	98	21	1	105	0.4	10	98	99	99
22	Cc1cccc(Oc2ncc(-c3ccc(Cl)cc3)cn2)c1	99	5	102	25	2	100	0.4	-75	100	98	97
23	COC(=O)C1CC(O)CN1C(=O)Nc1ccccc1 (stereo not given)	97	9	106	16	0	97	-0.1	11	96	96	99
24	Cc1oc(CC(C)C)c(CN2CCCC2)c1C(=O)O	98	8	101	6	0	100	0.0	-1	99	96	103
25	Cc1ccc(CCC(=O)Nc2ccccc2F)s1	95	6	98	21	6	101	1.5	-1	94	95	95

A second format for two compounds above.
[14] COc1ccccc1NC(=S)N(CCN1CCOCC1)Cc1ccccc1F
  Cdc42 wt GTP: 93; Avidin fluor: 14; Rab7 wt modul: 91; GSH fluor: 13; ABCG2 block: 7; Rac1 wt modul: 94; ABCB1 inh: 1.7; Pf gamet viab: -20; HRas wt GTP bind: 93; Rac1 mut GTP: 94; Rab2 wt GTP: 96

[15] Cc1ccccc1-c1nnn(Cc2ccc(-c3nn[nH]n3)cc2)n1
  Cdc42 wt GTP: 91; Avidin fluor: 5; Rab7 wt modul: 103; GSH fluor: 23; ABCG2 block: -2; Rac1 wt modul: 95; ABCB1 inh: -0.6; Pf gamet viab: -26; HRas wt GTP bind: 97; Rac1 mut GTP: 94; Rab2 wt GTP: 96

Next records
No.	Molecule	Cdc42 wt GTP	Avidin fluor	Rab7 wt modul	GSH fluor	ABCG2 block	Rac1 wt modul	ABCB1 inh	Pf gamet viab	HRas wt GTP bind	Rac1 mut GTP	Rab2 wt GTP
26	O=C(CCCn1c(=O)[nH]c2ccccc2c1=O)Nc1ccc(F)cc1	102	12	106	14	4	99	0.1	17	101	96	101
27	C=CCNc1oc(-c2cccc3ccccc23)nc1C#N	98	35	97	22	11	99	1.4	.	98	97	98
28	CN1CCN(CCC(=O)Nc2ccc(Br)cc2)CC1	98	11	96	16	1	100	0.4	-11	97	99	97
29	OC(CNCCCN1CCCCC1)COc1ccccc1 (stereo not given)	104	8	101	13	8	105	0.1	-13	101	100	102
30	COc1ccc(C2C3=C(CC(C)(C)CC3=O)Nc3n[nH]c(C)c32)cc1 (stereo not given)	102	35	98	12	1	103	0.2	.	101	97	99
31	O=C(Nc1cccc(F)c1)c1ccccc1-c1ccccc1	98	18	94	15	4	102	0.7	.	97	99	98
32	CC1=NN(c2cccc(C(=O)O)c2)C(=O)/C1=C\C=C\c1ccco1	91	19	96	13	-2	94	-1.0	-5	91	91	89
33	CCCN1Cc2cccc(C(=O)NC3CCCC3)c2C1=O	103	14	99	55	6	104	0.6	11	100	97	99
34	COc1ccc2c(c1)c(CC(=O)Nc1ccc(C(C)=O)cc1)c(C)n2C(=O)c1ccc(Cl)cc1	103	11	102	10	0	107	0.2	-12	100	99	102
35	CCOC(=O)Cn1c(N2CCCCCC2)nc2c1c(=O)[nH]c(=O)n2C	98	7	96	61	0	100	0.1	.	97	97	97
36	O=C(CN1C(=O)CCS(=O)(=O)c2ccccc21)NCc1ccc2c(c1)OCO2	97	5	93	13	0	94	-0.1	.	96	95	97
37	C/C(=N\O)C(=O)NCC1CCNCC1	99	8	94	25	-1	103	-0.2	-27	96	97	94
38	Cc1ccc(CN(C(=O)Cn2nnc3ccccc32)C(C(=O)NCc2ccco2)c2ccc(C)o2)cc1 (stereo not given)	101	5	104	29	7	107	2.6	.	103	100	101
39	CC(=O)Nc1ccc(OCC(O)Cn2nc(C)c(C(C)=O)c2C)cc1 (stereo not given)	106	73*	102	24	0	105	0.0	.	104	101	105
40	CNC(=O)c1[nH]cnc1C(=O)Nc1ccccc1C	98	5	104	12	2	103	-0.2	.	102	99	101
41	CCOC(=O)c1[nH]c2ccccc2c1NC(=O)CN(C)C	101	11	100	33	9	101	0.0	-7	101	97	97
42	Cc1ccc(CONC(=O)/N=C/N(C)C)cc1	107	11	103	34	8	111	0.8	8	103	100	100
43	CCCS(=O)(=O)N1CCCC(C(=O)NC2CCCCC2)C1 (stereo not given)	102	10	103	27	5	100	0.3	.	102	97	103
44	COc1ccccc1C(=O)NN=C1CCN(Cc2ccccc2)CC1	104	1	100	7	2	105	0.5	.	104	105	105
45	CCOC(=O)/C(=C/C=C1\Sc2cc(OCC)c(OCC)cc2N1CC)C(C)=O	?	21	?	10	-2	?	-0.5	-20	?	?	?
46	Cc1ccc(C2CC(=O)c3cnc(N4CCN(c5ccccc5)CC4)nc3C2)cc1 (stereo not given)	103	8	98	4	0	106	-0.2	-1	101	99	100
47	O=S(=O)(Nc1ncccn1)c1ccc(NS(=O)(=O)c2cccc(Cl)c2Cl)cc1	94	12	104	11	1	97	0.4	1	96	93	97
48	Cc1cc2nc3c(c(C(F)(F)F)n2n1)CCCC3	98	8	97	15	3	106	0.1	24	99	94	97
49	O=C(NCCCN1CCOCC1)c1cc2c(=O)[nH]c3ccccc3c2s1	98	37	100	25	24	100	-0.4	.	99	98	96

Part of the list above, with one line to a screen.
5) COc1ccc(C(=O)Nc2ccc(S(=O)(=O)Nc3nccnc3OC)cc2)cc1
6) CC(C)(C)NC(=O)CSc1nc(N)c(NC(=O)c2ccccc2F)c(=O)[nH]1
7) CC(=O)N1CC(=O)N=C1SCC(=O)Nc1nc(C)c(-c2ccccc2)s1
Screen / compound no. | 5 | 6 | 7
Cdc42 wt GTP | 104 | 97 | 89
Avidin fluor | 18 | 8 | 8
Rab7 wt modul | 103 | 104 | 101
GSH fluor | 23 | 12 | 15
ABCG2 block | 4 | 0 | 4
Rac1 wt modul | 103 | 96 | 92
ABCB1 inh | 0.2 | 0.0 | 1.5
Pf gamet viab | -6 | . | .
HRas wt GTP bind | 103 | 98 | 91
Rac1 mut GTP | 101 | 95 | 89
Rab2 wt GTP | 103 | 99 | 92

Values by screen from the entries so far.
Nos. 17 to 21 in Rac1 wt modul, in turn: 105, 104, 96, 103, 105
Nos. 17 to 21 in Cdc42 wt GTP, in turn: 105, 101, 93, 99, 98
Nos. 17 to 21 in ABCB1 inh, in turn: 0.3, 0.3, 0.4, -2.1, 0.4
